Assay outcomes (PubChem BioAssay)
APJ agonist: agonists of human apelin receptor APJ, primary screen, CHO-K1 cells, PathHunter beta-arrestin, luminescence; P35414; 0% DMSO wells, 100% apelin; activation, % at 20 µM; hit rate 0.11% among 330,000; AID 2520, 2010;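 active = activation more than six SD over the plate average, tested at 20 µM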;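 also: 0% = DMSO alone and 100% = apelin-13 at 10 nM; some results filed as inactive read as strong as hits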
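assay system = CHO-K1 APJ beta-arrestin complementation cell line | input = cell density 1000 per well | dosing = compound 20 µM once, DMSO 1% | timing = compound 90 min 25 °C, reagent 1 h | measured by = luminescence from split beta-galactosidase complementation, Galacton Star/Emerald II substrate | read-out basis = APJ agonist activity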
TIM10 inh: growth inhibitors of isogenic TIM10 control yeast, primary screen, counter-screen for tim10-1 yeast inhibitor project, luminescence, uHTS | S. cerevisiae TIM10 strain growth, BacTiter-Glo luminescence, 24 h | hit rate 1.4% among 330,000 | AID 463195, 2010 | inhibition, % at 10 µM;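 active = inhibition of 40% or more at the single tested concentration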;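 also: wild-type TIM10 isogenic control strain grown at permissive 25 °C; 0% = DMSO yeast wells and 100% = minimal medium wells without yeast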
tim10-1 inh: growth inhibitors of tim10-1 mutant yeast, primary screen, luminescence, uHTS; inhibition, % at 20 µM; S. cerevisiae tim10-1 ts strain growth, BacTiter-Glo, 24 h; hit rate 2.2% among 330,000;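 active = inhibition of at least 40%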;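 also: mutant grown at 25 °C; 0% = DMSO wells with yeast and 100% = wells holding no yeast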
tim23-1 inh: growth inhibitors of tim23-1 mutant yeast, primary screen, luminescence, uHTS | S. cerevisiae tim23-1 growth, BacTiter-Glo luminescence, 24 h | inhibition, % at 20 µM | hit rate 1.3% among 330,000 | AID 463212, 2010;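 active = growth inhibition of the mutant yeast at or above 50%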;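 also: temperature-sensitive mutant grown at 25 °C; plate controls were DMSO-treated mutant yeast for no effect and medium wells lacking yeast for full effect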
XBP1 UPR activ: activators of adaptive XBP1 UPR arm, primary screen, cell-based, CHO-XBP1 luciferase reporter, luminescence, uHTS; IRE1-XBP1 UPR activation; percent of tunicamycin response, DMSO as zero; activation, % at 20 µM; hit rate 0.33% among 330,000; AID 463104, 2010;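 active = versus positive control, 20 µM dose yields 30% or more activation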;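 also: 100% = tunicamycin at 10 µg/mL and 0% = DMSO only wells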
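Material: CHO cell line with stable XBP1 luciferase reporter; buffer or medium: F12 medium containing 10% fetal bovine serum; compound: single point, 20 µM final compound, 1% DMSO; incubation: 6 h treatment, 37 °C; measured by: glow luminescence from Steady-Glo reagent; evaluation: activation, % of tunicamycin; control set: tunicamycin high, DMSO low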
APJ antag: antagonists of human apelin receptor APJ, primary screen, CHO-K1 cells, beta-arrestin complementation, luminescence. inhibition, % at 20 µM. P35414. hit rate 0.32% among 330,000. AID 2521, 2010;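 active = inhibition above about 40% at 20 µM, limit read from the data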;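 also: cells challenged with 10 nM apelin-13 agonist together with compound; plate controls were apelin-13 plus DMSO wells for no effect and DMSO wells lacking apelin-13 for full effect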
Mdm2-MdmX inh: inhibitors of human Mdm2-MdmX association, primary screen, cell-based, luminescence, split luciferase, SaOS-2, uHTS; Protein Mdm4 (Homo sapiens) + E3 ubiquitin-protein ligase Mdm2 (Homo sapiens), …; SaOS-2 split-luciferase Mdm2/MdmX complementation; inhibition, % at 8 µM; hit rate 3% among 330,000;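 active = inhibition of at least 50% at 8 µM in the primary screen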
Target sequence (O15151 whole entry, looked up): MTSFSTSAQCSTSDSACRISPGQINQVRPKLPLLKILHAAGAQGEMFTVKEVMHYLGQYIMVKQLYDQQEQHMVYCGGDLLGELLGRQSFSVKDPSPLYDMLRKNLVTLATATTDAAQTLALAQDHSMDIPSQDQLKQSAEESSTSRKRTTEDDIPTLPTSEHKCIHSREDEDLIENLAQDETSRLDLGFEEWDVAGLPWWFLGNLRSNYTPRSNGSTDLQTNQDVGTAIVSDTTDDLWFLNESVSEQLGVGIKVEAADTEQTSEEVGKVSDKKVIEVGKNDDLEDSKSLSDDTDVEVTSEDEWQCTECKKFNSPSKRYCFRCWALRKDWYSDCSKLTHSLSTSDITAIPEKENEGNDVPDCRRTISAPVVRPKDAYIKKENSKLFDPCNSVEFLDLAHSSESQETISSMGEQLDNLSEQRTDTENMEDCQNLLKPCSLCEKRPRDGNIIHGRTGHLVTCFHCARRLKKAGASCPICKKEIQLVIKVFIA
Target sequence (Q00987 whole entry, looked up): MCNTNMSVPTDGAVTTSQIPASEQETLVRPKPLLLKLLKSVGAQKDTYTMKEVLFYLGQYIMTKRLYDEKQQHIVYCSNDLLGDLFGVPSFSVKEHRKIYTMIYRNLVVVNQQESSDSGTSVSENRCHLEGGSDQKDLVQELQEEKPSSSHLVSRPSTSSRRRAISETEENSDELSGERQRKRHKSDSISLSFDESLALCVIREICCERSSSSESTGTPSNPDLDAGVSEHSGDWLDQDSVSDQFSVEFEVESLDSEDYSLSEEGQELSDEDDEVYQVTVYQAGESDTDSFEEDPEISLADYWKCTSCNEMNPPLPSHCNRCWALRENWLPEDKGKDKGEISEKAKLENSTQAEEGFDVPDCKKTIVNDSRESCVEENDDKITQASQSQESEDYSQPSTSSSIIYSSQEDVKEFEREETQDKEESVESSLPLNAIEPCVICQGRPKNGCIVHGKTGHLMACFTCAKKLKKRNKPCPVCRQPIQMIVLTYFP
CXCR6 inh: CXCR6 receptor inhibitors, primary screen, cell-based, beta-arrestin, luminescence, CHO-K1 PathHunter, 1536-well; inhibition, % at 20 µM; AID 602244, 2012; hit rate 0.36% among 360,000; C-X-C chemokine receptor type 6 (Homo sapiens), O00574; in the data active = inhibition above about 34%, passing the limit was not always enough;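 also: antagonist mode with CXCL16 agonist at 10 nM final; 0% = 10 nM CXCL16 with DMSO and 100% = unstimulated wells without agonist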
UPR CHOP act: activators of apoptotic CHOP UPR arm, primary screen, cell-based, CHO-CHOP luciferase reporter, luminescence, uHTS. UPR activation; percent of tunicamycin response over DMSO baseline. activation, % at 10 µM. hit rate 0.34% among 330,000. AID 449763, 2010;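 active = at 10 µM dose, activation of 40% or more, normalized to positive control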;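 also: 100% = tunicamycin at 10 µg/mL and 0% = DMSO alone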
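Material: CHO-CHOP cells, stable luciferase reporter of PERK-eIF2a-CHOP signalling; quantity: 500 reporter cells seeded per well; buffer or medium: F12 medium containing 10% fetal bovine serum; compound: one dose, 10 µM in 0.5% DMSO; incubation: 6 h compound treatment, 37 °C; measured by: Steady-Glo luciferase luminescence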
Starred values were filed as active, the others as inactive; · = not tested or not shown. Not all compounds are listed; count on the stated rates, not on these rows.

cpd	Molecule	APJ agonist	TIM10 inh	tim10-1 inh	tim23-1 inh	XBP1 UPR activ	APJ antag	Mdm2-MdmX inh	CXCR6 inh	UPR CHOP act
1	CC(=O)c1cccc(OCc2cc(C(=O)N3CC4C[C@@H]5CC3C[C@H](C4)C5)no2)c1	-1	14	17	25	-2	6	10	-1	2.1
2	O=c1c2cc(Br)ccc2nc(-c2cccc(C(F)(F)F)c2)n1O	-5	-19	31	50	-1	-20	55*	4	0.3
3	CCOC(=O)N/N=C(\C)c1ccc(OC(F)F)cc1OC(F)F	-4	-7	-5	0	1	10	-12	3	-2.1
4	OC(CSc1ccc(F)cc1)CN1CCN(c2ccccc2)CC1 (stereo not drawn)	-4	5	15	10	-1	2	12	0	0.6
5	O=C(NC(=S)Nc1ccc(N2CCCC2)cc1)c1ccccc1[N+](=O)[O-]	3	-19	-7	-9	6	8	8	7	6.0
6	COc1ccc2c(c1OC)C(=O)N1N=C(c3ccc(O)cc3)CC21 (stereo not drawn)	0	-3	10	17	-2	-6	6	0	-0.3
7	O=[N+]([O-])c1ccccc1S(=O)(=O)NC1CC2CCC1C2 (stereo not drawn)	1	7	17	13	-4	-8	-5	-6	1.5
8	COc1ccc(-c2nc(NC(=O)c3ccc(OCC(=O)Nc4ccc(F)cc4)c(OC)c3)sc2C)cc1	-2	-44	-20	-11	4	5	61*	-7	16
9	CCc1noc(C)c1C(=O)Nc1nc(-c2cc(C)ccc2C)c(C)s1	-3	12	35	10	0	6	15	4	0.2
10	CC(C)CCNC(=O)NC(=O)COC(=O)C1CCN(S(=O)(=O)c2ccccc2F)CC1	-3	3	8	9	1	-4	-3	1	-2.5
11	CC(NC(=O)COc1cc(=O)n(C)c2ccccc12)c1ccc2c(c1)OCCO2 (stereo not drawn)	-1	-5	19	12	0	10	0	-8	0.2
12	Cc1ccccc1C(=O)NC1CCN(Cc2nnnn2C(C)(C)C)CC1	1	13	26	8	6	-50	-6	0	-0.4
13	COC(=O)c1ccccc1NC(=O)NC1CC1	-2	4	10	5	2	-3	5	5	-1.6
14	COc1ccc(CN=C(Nc2ccccc2)SC2CC(=O)N(C)C2=O)cc1 (stereo not drawn)	2	13	27	26	0	-14	20	-1	-1.6
15	CCC/C=N/NC(=O)c1[nH]c2c([N+](=O)[O-])cccc2c1C	2	32	41*	11	2	-2	-2	-13	1.4
16	COc1ccc(S(=O)(=O)NCCOc2ccccc2)cc1OC	-2	6	8	-1	3	4	3	0	-0.3
17	Cc1ccccc1N1CC(C(=O)N2CCCCCC2)CC1=O (stereo not drawn)	9	7	1	13	0	-42	-3	-2	1.9
18	Nc1cc(=O)[nH]c(SCC(=O)Nc2cc(Cl)cc(Cl)c2)n1	-3	-5	12	9	0	-5	8	7	-1.2
19	O=C1ON=C(c2ccc(Cl)cc2)/C1=C/c1ccc(O)cc1	-2	7	10	23	-2	1	17	·	107*
20	Brc1ccccc1OCCCCN1CCCCC1	-4	-29	-38	16	2	-8	-24	7	2.5
21	COc1cc(NC(=O)C2CCC(CNc3c(N4CCCCC4)c(=O)c3=O)CC2)cc(OC)c1 (stereo not drawn)	0	-6	17	5	-4	6	10	-8	-2.9
22	Cc1onc(-c2c(Cl)cccc2Cl)c1NC(=O)NC1CCSC1 (stereo not drawn)	0	10	5	13	-2	6	31	-3	-0.8
23	CCOC(=O)C1CCCN(S(=O)(=O)c2ccc(Br)s2)C1 (stereo not drawn)	-3	-4	23	23	3	7	24	2	-1.2
24	CC(C)C(=O)NCC(c1ccc2c(c1)OCO2)N1CCOCC1 (stereo not drawn)	-3	6	-4	1	-4	-31	-9	2	-0.9
25	CCNc1nc(NCC)nc(OCCOC(=O)COc2ccc(Cl)cc2Cl)n1	-4	23	35	15	0	9	-3	-44	-1.5
26	O=C1C2CC=CCC2C(=O)N1n1cnnc1 (stereo not drawn)	-3	-13	7	-12	-2	2	6	7	0.4
27	Cc1cc(C(=O)COC(=O)c2ccc(O)cc2O)c(C)n1-c1ccc(OC(F)F)cc1	2	3	9	24	-4	-58	30	3	3.6
28	Cc1ccc(NC(=O)C(=O)NCC2CCCO2)cc1C (stereo not drawn)	-1	-5	13	3	1	-3	-95	-2	4.6
29	Cc1cc(-n2c(C)cc(C(=O)CN3C(=O)NC4(CCCCCC4)C3=O)c2C)no1	-3	13	14	22	-3	1	-3	0	-1.0
30	CC1(C)Oc2ccc3ccc(=O)oc3c2[C@@H](O)[C@H]1O	0	3	-8	5	-1	-11	2	-2	-0.6
31	CCc1nc2ccccc2c(C(=O)OCC(=O)N(CC(C)C)c2c(N)n(Cc3ccccc3)c(=O)[nH]c2=O)c1C	-3	1	5	13	-2	10	15	14	0.1
32	CNC(=S)/N=C(/Nc1ccccc1)c1ccccc1	-2	9	16	2	-3	-1	-4	-6	0.7
33	CCn1c2ccccc2c2cc(NC(=O)C(C)OC(=O)c3ccc(NC(=O)CC#N)cc3)ccc21 (stereo not drawn)	-1	10	19	5	22	10	32	-1	2.3
34	CSCC[C@H](NC(=O)OC(C)(C)C)C(=O)N1CCC(C(=O)N[C@@H](C)C(=O)NCc2ccc(F)cc2)CC1	-2	-3	5	10	-2	11	-8	-4	-0.2
35	Cc1ccc(N2C(=O)C3CCCN3C2=S)cc1C (stereo not drawn)	0	-23	-7	4	1	6	-10	-2	-2.5
36	CC(C)[C@H](NC(=O)OC(C)(C)C)c1nnc(SCC(=O)Nc2ccc(Br)cc2)o1	2	13	13	11	-3	15	7	4	1.0

Reformatted with values under each structure: 2 of the compounds above
Value order – APJ agonist	TIM10 inh	tim10-1 inh	tim23-1 inh	XBP1 UPR activ	APJ antag	Mdm2-MdmX inh	CXCR6 inh	UPR CHOP act
35: Cc1ccc(N2C(=O)C3CCCN3C2=S)cc1C (stereo not drawn)
    0	-23	-7	4	1	6	-10	-2	-2.5
36: CC(C)[C@H](NC(=O)OC(C)(C)C)c1nnc(SCC(=O)Nc2ccc(Br)cc2)o1
    2	13	13	11	-3	15	7	4	1.0

Part of the list above in order of count of non-hydrogen atoms, low to high:
cpd	Molecule	APJ agonist	TIM10 inh	tim10-1 inh	tim23-1 inh	XBP1 UPR activ	APJ antag	Mdm2-MdmX inh	CXCR6 inh	UPR CHOP act
26	O=C1C2CC=CCC2C(=O)N1n1cnnc1 (stereo not drawn)	-3	-13	7	-12	-2	2	6	7	0.4
35	Cc1ccc(N2C(=O)C3CCCN3C2=S)cc1C (stereo not drawn)	0	-23	-7	4	1	6	-10	-2	-2.5
32	CNC(=S)/N=C(/Nc1ccccc1)c1ccccc1	-2	9	16	2	-3	-1	-4	-6	0.7
23	CCOC(=O)C1CCCN(S(=O)(=O)c2ccc(Br)s2)C1 (stereo not drawn)	-3	-4	23	23	3	7	24	2	-1.2
22	Cc1onc(-c2c(Cl)cccc2Cl)c1NC(=O)NC1CCSC1 (stereo not drawn)	0	10	5	13	-2	6	31	-3	-0.8
25	CCNc1nc(NCC)nc(OCCOC(=O)COc2ccc(Cl)cc2Cl)n1	-4	23	35	15	0	9	-3	-44	-1.5
36	CC(C)[C@H](NC(=O)OC(C)(C)C)c1nnc(SCC(=O)Nc2ccc(Br)cc2)o1	2	13	13	11	-3	15	7	4	1.0
27	Cc1cc(C(=O)COC(=O)c2ccc(O)cc2O)c(C)n1-c1ccc(OC(F)F)cc1	2	3	9	24	-4	-58	30	3	3.6
21	COc1cc(NC(=O)C2CCC(CNc3c(N4CCCCC4)c(=O)c3=O)CC2)cc(OC)c1 (stereo not drawn)	0	-6	17	5	-4	6	10	-8	-2.9
33	CCn1c2ccccc2c2cc(NC(=O)C(C)OC(=O)c3ccc(NC(=O)CC#N)cc3)ccc21 (stereo not drawn)	-1	10	19	5	22	10	32	-1	2.3
34	CSCC[C@H](NC(=O)OC(C)(C)C)C(=O)N1CCC(C(=O)N[C@@H](C)C(=O)NCc2ccc(F)cc2)CC1	-2	-3	5	10	-2	11	-8	-4	-0.2
31	CCc1nc2ccccc2c(C(=O)OCC(=O)N(CC(C)C)c2c(N)n(Cc3ccccc3)c(=O)[nH]c2=O)c1C	-3	1	5	13	-2	10	15	14	0.1

Other compounds
cpd	Molecule	APJ agonist	TIM10 inh	tim10-1 inh	tim23-1 inh	XBP1 UPR activ	APJ antag	Mdm2-MdmX inh	CXCR6 inh	UPR CHOP act
37	Cc1ccc(C(=O)NCc2ccccn2)cc1NC1=NC2CS(=O)(=O)CC2S1 (stereo not drawn)	0	-1	10	9	-3	3	25	2	0.8
38	COc1cc(NC(=O)C2=CC(c3ccc(C)cc3)=NS(=O)(=O)N2C)cc(OC)c1OC	-3	7	0	-1	-2	-28	14	0	0.3
39	CC1=C(C(=O)Nc2ccccc2)C(c2cccs2)C(C#N)=C(SCC#N)N1 (stereo not drawn)	2	16	24	16	-4	6	14	13	-2.1
40	COc1ccc(Cl)c(N2CCN(CCCNC(=O)Nc3ccc(C)cc3)CC2)c1	-5	14	21	20	-4	5	11	10	-4.3
41	CC1CCCN(CC(=O)Nc2cccc([N+](=O)[O-])c2)C1 (stereo not drawn)	-1	-10	-18	-7	-2	28	15	0	-0.4
42	COC(=O)/C(C(C)=O)=C(\C=C\N(C)C)N(C)C	-1	-14	-9	-4	1	-20	26	0	-0.2
43	O=C(CCCn1nnc(-c2cccnc2)n1)c1ccc(F)cc1	1	-7	-21	-4	-2	1	12	1	-0.8
44	O=C(NCCCc1ccccc1)Nc1cccc(Cl)c1	2	46*	44*	57*	2	-8	6	-13	10
45	O=C(CN1CCOCC1)Nc1ccc(Cl)c(Cl)c1	-1	-1	5	9	-3	-12	8	-1	1.9
46	CCn1c(SCC(=O)N2CCCC2)nc2ccccc21	-3	-4	1	0	-5	-6	19	-2	0.0
47	O=C(Nc1ccc2c(c1)OCCO2)c1ccc(Cl)cc1	1	-3	-14	1	-5	-7	-130	-3	-1.1
48	NC(=O)c1cc(S(=O)(=O)N2CCCC2)ccc1OCCOc1ccccc1	-2	8	18	13	5	-8	-30	8	1.3
49	O=C(NCc1ccc(F)cc1)C1CC(=O)N(C2CCCCCCC2)C1 (stereo not drawn)	2	7	-5	7	-5	-19	-9	-4	-0.3
50	CC(=O)c1cccc(NC(=O)CCS(=O)(=O)c2ccc(Br)s2)c1	-1	8	22	6	-1	-17	-2	8	-0.9
51	CCOC(=O)c1c(C)nc(C)c(C(=O)OCC)c1-c1cccnc1	1	1	16	9	-4	9	3	0	-1.1
52	CCNC(=O)/C=C1\NC(C)(C)Cc2c1ccc1ccccc21	-5	23	10	31	7	2	13	22	-0.1
53	Cc1nnc(NC(=O)c2cccc(S(=O)(=O)N3CCCC3)c2)s1	13	-4	2	6	-5	0	13	2	1.8
